ER stress surv – protection against thapsigargin ER stress killing – CSM14.1 cells, ATP luminescence, primary screen; CSM14.1 thapsigargin ER stress survival; relative survival (cellular ATP), % at 15 µg/mL (by protocol); 48,000 tested, 0.33% active;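 active means survival measured by cellular ATP above 50% at 15 µg/ml in the first screen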;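 further: cell death triggered by about 15 µM thapsigargin; ATP read 24 h after thapsigargin was added; plate controls were thapsigargin with DMSO for no effect and DMSO without thapsigargin for full effect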
* hit, by the source's call. An excerpt; rates above refer to the full screens.

structure,ER stress surv
CC(=O)Nc1ccc(N2C(=O)/C(=C/c3ccc([N+](=O)[O-])cc3)C=C2c2ccccc2)cc1,3
N#CC1=C(N)Oc2cc(N)ccc2C1C1CC=CCC1 (configuration not stated),-1
COc1ccc(/C=C2\SC(=O)N(c3ccccc3OC)C2=O)cc1,0
CCOc1ccc(/C=C/C(=O)c2cccc(Br)c2)cc1,2
O=C(O)C1CC(O)CN1C(=O)Oc1ccccc1 (configuration not stated),-4
O=C(/C=C/c1cccc([N+](=O)[O-])c1)Nc1cccc(F)c1,3
CCOc1cc(OCC)cc(C(=O)Nc2ccc(Cl)c(NC(=O)c3ccco3)c2)c1,4
CCN(CC)S(=O)(=O)c1cc(C(N)=O)ccc1Cl,11
CC(C)NC(=O)C(=O)NN=C1CCCC1,6
COc1cc(/C=C2\C=C(c3ccc(Br)cc3)OC2=O)ccc1OC(C)=O,5
O=C(Nc1nccs1)c1ccc2c(c1)OCO2,1
O=C(Nc1ccc(S(=O)(=O)Nc2nccs2)cc1)c1cncc(Br)c1,2

Of the compounds above, these contain an aryl methoxy group.
structure,ER stress surv
COc1ccc(/C=C2\SC(=O)N(c3ccccc3OC)C2=O)cc1,0
COc1cc(/C=C2\C=C(c3ccc(Br)cc3)OC2=O)ccc1OC(C)=O,5

(more compounds)
structure,ER stress surv
CCN(CC)C(=O)c1sc(NC(=O)c2ccc(F)cc2)c(C(=O)OC(C)C)c1C,0
Nc1ccc2nc(SCc3nc4ccccc4[nH]3)sc2c1,0
Cc1c(C(c2ccc(C(=O)O)cc2)c2c(C)n(C)n(-c3ccccc3)c2=O)c(=O)n(-c2ccccc2)n1C,11
CN1/C(=C\C=N\Nc2ccc([N+](=O)[O-])cc2)C(C)(C)c2ccccc21,-5
N#C/C(=C/c1ccccc1)C(=O)Nc1ccc(Cl)c(Cl)c1,-2
Cc1ccc(/C=C2/SC(=S)N(CCC(=O)O)C2=O)o1,0
O=C(Nc1nc(-c2ccc(Br)cc2)cs1)c1ccc([N+](=O)[O-])cc1,7
O=C(Nc1ccc(Cl)c(C(F)(F)F)c1)c1cccc(Br)c1,-6
Cn1cc(/C=C2/SC(=S)N(c3cccc(Cl)c3)C2=O)c2ccccc21,7
CCOc1cc(/C=N/n2c(C)nnc2C)ccc1O,-1
O=C(NC(=S)Nc1ccc2c(c1)-c1ccccc1C2)c1ccccc1,-2
Cc1ccc(C)c(-c2nn(-c3cc(N4CCCC4)ccc3[N+](=O)[O-])c(=O)c3ccccc23)c1,6
COc1ccc(Cl)cc1C(=O)Nc1ccc(I)cc1Cl,1
C=CCN1C(=O)/C(=C\c2ccc(-c3ccc([N+](=O)[O-])cc3)o2)SC1=S,7
O=C1N=c2ccc(Br)cc2=C1c1sc(=O)n(-c2cccc(Cl)c2)c1S,0
CCOC(=O)c1ccc(NC(=O)CN(c2cccc([N+](=O)[O-])c2)S(=O)(=O)c2ccccc2)cc1,0
Cc1cc(OCCCCn2ccnc2)cc(C)c1Cl,-4
COc1ccc(C2Nc3ccccc3C(=O)N2Cc2ccco2)cc1CSc1nc2ccccc2s1 (configuration not stated),0
O=C(CNC(=O)c1cccc(Cl)c1)N/N=C/C=C/c1ccccc1,3
CS(=O)(=O)N1CCN(C(=O)c2cccs2)CC1,1
Cc1cc(C)c(NC(=S)NC(NC(=O)c2ccccc2)C(Cl)(Cl)Cl)c(C)c1 (configuration not stated),0
NS(=O)(=O)c1ccc(CNC(=O)c2ccccc2Cl)cc1,1
COc1ccc(-c2c(Cc3ccccc3)[nH]n3c(=O)c4c(nc23)CCC4)cc1,7
O=C(c1cccs1)N1CCN(C2CCN(Cc3ccccc3)CC2)CC1,-1
Cc1nc2cc(-c3cccc(F)c3)[nH]n2c(=O)c1C,2
CC(=O)Nc1cccc(C(=O)/C=C/c2ccc(/C=C/C(=O)c3cccc(NC(C)=O)c3)cc2)c1,2
CCC(C)N1C(=O)C(=O)N(C2CCCCC2)C1=O (configuration not stated),3
Cc1cc(OCC(=O)Nc2cccc(Cl)c2Cl)ccc1Br,-4
Cc1ccc(C(=O)Nc2ccc(S(=O)(=O)N3CCC(C)CC3)cc2)cc1,-1
O=C(Nc1ccccc1S)c1cc2c(ccc3ccccc32)oc1=O,0
O=C(Nc1ccc(Cl)cc1)/C(=C\c1ccccc1Cl)NC(=O)c1ccccc1,-2
O=C(NC1CCCCC1)O/N=C\c1ccc(Br)cc1,16
CC(=O)NC(NCc1cccnc1)C(Cl)(Cl)Cl (configuration not stated),-2
COC(=O)/C(=C(/C)c1ccccc1)[N+](=O)[O-],-14
CC(C)CNC(=O)C(=O)Nc1cccc(Cl)c1Cl,9
COc1cc(NC(=O)c2ccccc2)c(Cl)cc1NC(=O)c1cc2ccccc2cc1OC,5
CC(=O)c1c(C)nc(C)nc1NC(=O)Cc1ccccc1,7
Cn1c(-c2ccc(Cl)cc2Cl)n[nH]c1=S,6
Nc1nnc(SCC(=O)Nc2nnc(SCC(=O)Nc3ccccc3)s2)s1,8
O=C(O)c1ccc(/C=C2\SC(=S)N(C(Cc3ccccc3)C(=O)O)C2=O)cc1 (configuration not stated),1
O=C(Nc1ccccc1-c1nc2ccccc2[nH]1)c1ccc(S(=O)(=O)N2CCCCC2)cc1,12
Fc1ccc(OCCOCCOc2ncnc3ccccc23)cc1,2
CCCCOc1ccc(C2NC(=O)NC(C)=C2C(=O)OCC)cc1 (configuration not stated),6
O=C(CCCN1C(=O)c2cccc3cccc(c23)C1=O)N1CCN(Cc2ccc3c(c2)OCO3)CC1,78*
O=S(=O)(N/N=C/c1ccc2ccccc2c1)c1ccc(Cl)cc1,-1
O=C(Nc1ccc(N2CCOCC2)cc1)c1cc2ccccc2oc1=O,3
O=C(N/N=C\c1cn(Cc2ccc(Cl)c(Cl)c2)c2ccccc12)c1ccc([N+](=O)[O-])cc1,5
O=C1C2C3C=CC(C3=C(c3ccccc3)c3ccccc3)C2C(=O)N1c1cc(C(F)(F)F)ccc1Cl (configuration not stated),3
COC(=O)C1=C(C)NC2=C(C(=O)CC(c3cccs3)C2)C1c1ccsc1 (configuration not stated),3
O=C(N/N=C/c1cc([N+](=O)[O-])ccc1Cl)Nc1ccccc1,3
c1ccc2cc(OCCCCN3CCCCC3)ccc2c1,-13
CCN(CC)c1ccc(/C=C2N=C(/C=C/c3ccccc3)OC/2=O)cc1,0
CC(NC(=O)/C(=C\c1ccc2c(c1)c1ccccc1n2C)NC(=O)c1ccccc1)c1ccccc1 (configuration not stated),8
O=C(N/N=C/c1ccc(C(=O)O)cc1)C(=O)NC1CCCCC1,19
CCc1cc(=O)oc2cc(OCc3ccc(F)cc3)ccc12,13
CCc1ccc(-c2cc(C(=O)NC(C)(C)C)c3ccccc3n2)cc1,0
COc1ccccc1NCN1C(=O)CSC1=O,-1
COc1ccc(/C=C(/NC(=O)c2ccco2)C(=O)N2CCCCC2)cc1,0
CCCC(=O)Nc1ccc(NC(=O)c2cccc(Cl)c2)cc1,5
Cc1cccc(-n2c(C)cc(/C=N/NC(=O)CN3CCOCC3)c2C)c1,0

Next section:
smiles	ER stress surv
CC1CCC(C(C)C)C(OC(=O)c2ccco2)C1 (configuration not stated)	4
CCOc1cc(C2C(C(=O)OC)=C(C)NC3=C2C(=O)c2ccccc23)ccc1OCc1cccc(F)c1 (configuration not stated)	7
Cc1cc(Cl)ccc1OCc1nc(-c2cccc([N+](=O)[O-])c2)no1	7
NC(=O)c1c(/N=C/c2cc(Cl)cc(Cl)c2O)sc2c1CCCC2	-3
CC(C)c1ccc(/C=C2\SC(=S)N(Cc3ccco3)C2=O)cc1	6
Cc1c(Cl)cccc1NC(=O)CN(c1ccc(Br)cc1)S(=O)(=O)c1ccccc1	11
Cc1c(Cl)cccc1N=Cc1ccc([N+](=O)[O-])o1	-16
C=CCNC(=O)/C=C/c1ccc(OC)c(OC)c1	7
CC(C(=O)N1c2ccccc2Sc2ccc(C(F)(F)F)cc21)N1C(=O)c2ccccc2C1=O (configuration not stated)	-1
Cc1nnc(N/N=C/c2ccccc2OCc2ccccc2)[nH]c1=O	0
Fc1cccc(CN2CCN(Cc3ccco3)CC2)c1	2
COC(=O)c1ccccc1NC(=O)c1cc(Br)ccc1OC	2
CCCC(=O)NC(c1ccc(Cl)cc1)c1c(OC(C)=O)ccc2ccccc12 (configuration not stated)	15
C/C=C/COC(=O)C1=C(C)NC(=O)NC1c1ccccc1F (configuration not stated)	4
O=C1NC(c2ccc(Br)cc2)=N/C1=C/c1ccccc1F	8
CSc1ccc(/C=C2\C(=O)NC(=O)N(c3cc(C)cc(C)c3)C2=O)cc1	6
O=C(COc1ccc2ccccc2c1)Nc1cccc2ccccc12	2
COc1ccc(-c2cc(C(F)(F)F)n3nc(C(=O)NCCCn4ccnc4)c(Cl)c3n2)cc1	-12
O=C(COc1cccc(Cl)c1)NCCc1ccccc1	9
Cc1ccc(NC(=O)c2cc(C(=O)O)ccc2C(=O)O)c([N+](=O)[O-])c1	13
COc1ccc(C2SCCN2S(=O)(=O)c2ccc(C)cc2)cc1 (configuration not stated)	5
COCCCNC(=O)COc1ccccc1	2
O=C(Nc1ccccc1Cl)c1ccco1	7
CC(NC(=O)/C(CCCC#N)=N/O)c1ccccc1 (configuration not stated)	5
Cc1ccc(C(=O)N2c3ccccc3-c3c(ssc3=S)C2(C)C)cc1	6
Cc1ccc(C)c(NC2=C(Cl)C(=O)N(c3cccc(Cl)c3)C2=O)c1	12
COC(=O)Nc1c(-c2ccccc2)nc2ccc(Cl)cn12	0
CC1C(C(=O)N(C=O)c2cccc([N+](=O)[O-])c2)C2C=CC1C21CC1 (configuration not stated)	-3
CCN(CC)c1ccc(C=Nc2ccc(S(N)(=O)=O)cc2)c(O)c1	7
COc1ccc(NS(=O)(=O)c2ccc(C(C)C)cc2)cc1	6

By substructure, the compounds so far with a furan ring, fused or not
smiles	ER stress surv
CCOc1cc(OCC)cc(C(=O)Nc2ccc(Cl)c(NC(=O)c3ccco3)c2)c1	4
Cc1ccc(/C=C2/SC(=S)N(CCC(=O)O)C2=O)o1	0
C=CCN1C(=O)/C(=C\c2ccc(-c3ccc([N+](=O)[O-])cc3)o2)SC1=S	7
COc1ccc(C2Nc3ccccc3C(=O)N2Cc2ccco2)cc1CSc1nc2ccccc2s1 (configuration not stated)	0
COc1ccc(/C=C(/NC(=O)c2ccco2)C(=O)N2CCCCC2)cc1	0
CC1CCC(C(C)C)C(OC(=O)c2ccco2)C1 (configuration not stated)	4
CC(C)c1ccc(/C=C2\SC(=S)N(Cc3ccco3)C2=O)cc1	6
Cc1c(Cl)cccc1N=Cc1ccc([N+](=O)[O-])o1	-16
Fc1cccc(CN2CCN(Cc3ccco3)CC2)c1	2
O=C(Nc1ccccc1Cl)c1ccco1	7

(next part)
smiles	ER stress surv
CN=C(Nc1ccc2c(c1)OCO2)SC1CC(=O)N(c2ccc(Cl)cc2)C1=O (configuration not stated)	2
Cc1ccc(OCCCCn2ccnc2)c(Cl)c1	-5
CCCc1cnc(-c2ccc(F)cc2)nc1	2
COc1ccc2c(c1OC)C(=O)N(c1cccc(C(F)(F)F)c1)C2	2
Brc1ccc(NCn2nnc3ccccc32)cc1	2
CC1=NN(C(=O)C(C)(C)C)C(O)(c2ccccc2)C1 (configuration not stated)	6
CCCC12C(=O)C(C)(C(c3ccccc3)=C1c1ccccc1)C1C(=O)N(c3ccccc3Cl)C(=O)C12 (configuration not stated)	-5
O=C1CSC(c2ccccc2F)N1c1ccccc1 (configuration not stated)	-4
O=C(/C=C/c1ccc(-c2ccc(Cl)cc2)o1)Nc1cccnc1	3
C=CCN1C(=O)/C(=C\c2cc3c(cc2Cl)OCO3)C(=O)NC1=S	10
O=[N+]([O-])c1cccc(CNc2ccc3c(c2)CCC3)c1	-14
C/C(=N\NC(=O)c1cccc([N+](=O)[O-])c1)c1cccnc1	3
O=C(N/N=C/c1ccc2c(c1)OCCO2)C(=O)Nc1ccc(F)cc1	6
CC1(C)CC(NC(=O)c2ccc(I)cc2)CC(C)(C)N1	-10
CCOc1cc(OCC)cc(C(=O)Nc2ccc(C(C)=O)cc2)c1	3
Cc1ccc(C)n1-c1ccc(O)c(C(=O)O)c1	1
COc1cccc(/C=C2/SC(=S)N(CCC(=O)Nc3ccc(O)cc3)C2=O)c1	13
COc1ccc(/C=C2\SC(=NCc3ccccc3)N(Cc3ccccc3)C2=O)cc1C(=O)O	2
COc1ccc(CCNC(=O)COc2ccc(Br)c(C)c2)cc1	4
CCc1ccc(/C=N\NC(=O)C2CC(=O)N(c3ccc(OC)cc3)C2)cc1 (configuration not stated)	-2
CCN(c1nc(C)cc(OC)n1)S(=O)(=O)c1ccccc1	4
O=C(O)c1cc(NC(=O)c2ccc(F)cc2)cc(NC(=O)c2ccc(F)cc2)c1	7
O=C(NC(Cc1ccccc1)C(=O)NCc1ccco1)OCc1ccccc1 (configuration not stated)	14
CC(=O)Nc1ccc(C(=O)Nc2ccccc2C(=O)O)cc1	-2
Cc1cc(NC(=O)c2ccc(Cl)cc2[N+](=O)[O-])no1	8
O=[N+]([O-])c1ccc(O)c(/C=N/Nc2nc(-c3ccc(Br)cc3)cs2)c1	10
O=C(Nc1nc2ccc3ccccc3c2s1)c1ccc(Cl)cc1Cl	13
CC1(C)OC(=O)C2(C(=O)O1)C1C3C4CC5C6C4C1C6C2C53 (configuration not stated)	12
CC(Oc1ccc(/C=C2/SC(=S)N(Cc3ccccc3)C2=O)cc1)c1ccccc1 (configuration not stated)	-1
COc1cccc(/C=c2\sc3nc4ccccc4n3c2=O)c1OC	5
CC(NC(=S)Nc1ccccc1)C1COc2ccccc2O1 (configuration not stated)	1
CCOC(=O)c1c(NC(=O)c2ccc(S(=O)(=O)N3CCCCCC3)cc2)sc(C(C)=O)c1C	-1
CCOc1cc(C2Nc3ccccc3NC3=C2C(=O)CC(c2ccc(OC)c(OC)c2)C3)cc([N+](=O)[O-])c1O (configuration not stated)	1
Nc1ccc(Sc2ccccc2[N+](=O)[O-])cc1	0

Bioassay records deposited in PubChem by Sanford-Burnham Center for Chemical Genomics.
